M1 PAM: positive allosteric modulators of human M1 muscarinic receptor; CHO-K1 hM1, Fluo-8 calcium fluorescence, ACh EC20; 0% = ACh EC20, 100% = maximal ACh; AID 588819; activation, % at 3 µM; P11229; hit rate 0.088% among 360,000; in the data active means activation above about 19%, passing the limit was not always enough
Target sequence (P11229 whole entry, looked up): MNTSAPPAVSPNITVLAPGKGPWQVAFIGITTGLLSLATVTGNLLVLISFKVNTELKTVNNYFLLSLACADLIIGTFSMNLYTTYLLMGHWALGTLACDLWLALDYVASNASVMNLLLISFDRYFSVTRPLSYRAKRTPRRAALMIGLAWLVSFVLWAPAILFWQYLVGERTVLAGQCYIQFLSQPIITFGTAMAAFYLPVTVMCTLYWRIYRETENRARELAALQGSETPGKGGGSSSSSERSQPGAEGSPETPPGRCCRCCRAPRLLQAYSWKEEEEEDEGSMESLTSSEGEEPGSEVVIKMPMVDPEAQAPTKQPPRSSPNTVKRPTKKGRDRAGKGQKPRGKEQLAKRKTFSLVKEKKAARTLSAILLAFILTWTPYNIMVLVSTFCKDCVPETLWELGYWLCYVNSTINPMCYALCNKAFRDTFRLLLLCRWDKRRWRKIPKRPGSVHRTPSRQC
M1 antag: antagonists of human M1 muscarinic receptor. P11229. CHO-K1 hM1, Fluo-8 calcium fluorescence, ACh EC80 antagonist. hit rate 1.3% among 360,000. inhibition, % at 3 µM. AID 588852;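 active means percent inhibition above its own plate's cutoff, namely the mean of that plate's compound wells plus 3 SD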;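 further: peak over basal fluorescence ratio during 140 s after agonist addition; 0% = ACh EC80 plus DMSO and 100% = DMSO alone without agonist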
CRFBP-R2 agonist: agonists of human CRF-binding protein/CRF-R2 receptor complex; HEK293 CRF-R2/CRF-BP, calcium dye fluorescence (FLIPR); percent of saturating CRF peptide response; activation, % at 13.2 µM; hit rate 0.46% among 350,000;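 active means activation of at least 50%, plus an integration ratio under a set limit after plate pattern correction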;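 further: plate controls were neutral control wells without compound for no effect and CRF at EC100 for full effect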
CHRM4 agonist: CHRM4 agonism in calcium assay | P08173 | CHO-K1 hM4/Gqi5, Fluo-8 calcium fluorescence; vehicle 0%, full acetylcholine response 100% | activation, % at 3 µM | hit rate 0.14% among 360,000;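 active means activation above the run mean over all test wells plus 3 SD, cut at about 32% in these data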;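 further: peak over basal fluorescence ratio per well then scaled between controls; 0% = DMSO wells and 100% = acetylcholine at EC100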
Target sequence (P08173 whole entry, looked up): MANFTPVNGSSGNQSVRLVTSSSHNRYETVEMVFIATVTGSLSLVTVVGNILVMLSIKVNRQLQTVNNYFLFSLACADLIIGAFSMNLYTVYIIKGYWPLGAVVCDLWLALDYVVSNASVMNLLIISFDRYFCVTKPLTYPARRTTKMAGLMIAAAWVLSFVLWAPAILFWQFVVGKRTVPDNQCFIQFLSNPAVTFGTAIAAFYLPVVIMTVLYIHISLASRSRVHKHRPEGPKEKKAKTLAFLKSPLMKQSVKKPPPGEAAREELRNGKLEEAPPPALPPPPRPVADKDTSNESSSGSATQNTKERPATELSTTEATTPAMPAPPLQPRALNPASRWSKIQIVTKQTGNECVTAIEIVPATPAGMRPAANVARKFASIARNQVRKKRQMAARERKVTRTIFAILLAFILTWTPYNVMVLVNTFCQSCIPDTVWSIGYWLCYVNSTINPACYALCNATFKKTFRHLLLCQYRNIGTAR
M5 antag: blocks acetylcholine activation of human M5 receptor; inhibition, % at 3 µM; CHO-hM5 cells, Fluo-8 calcium fluorescence, ACh EC80; hit rate 0.59% among 360,000;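 active means inhibition above a per-plate cutoff, the mean of that plate's test compounds plus 3 SD, cut at about 27% in these data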;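 further: 0% = acetylcholine EC80 with DMSO and 100% = DMSO without agonist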
M4 antag: antagonists of human muscarinic M4 receptor (CHRM4). hit rate 0.73% among 360,000. AID 624125. inhibition, % at 3 µM. CHO-hM4 cells, ACh EC80, Fluo-8 calcium fluorescence;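 active means inhibition above its plate's cutoff, the mean inhibition of sample wells plus 3 SD, cut at about 27% in these data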;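 further: 0% = acetylcholine EC80 with DMSO and 100% = DMSO without agonist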
CHRM5 PAM: positive allosteric modulators of human muscarinic M5 receptor; P08912; CHO-K1 hM5, Fluo-8 calcium, ACh EC20 PAM; 0% = ACh EC20, 100% = ACh EC100; activation, % at 3 µM; hit rate 0.3% among 360,000;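 active means activation above the run cutoff, the mean activation of all test compounds plus 3 SD, cut at about 18% in these data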
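Assay system – human M5 receptor in CHO-K1 cells · Read-out – % activation, ACh-normalized · Technique – Fluo-8 calcium fluorescence · Dosing – single-point, 3 µM nominal · Incubation – Fluo-8 loading 80 min at 37 °C plus 30 min room temperature · Repeats – singlicate, one well per test compound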
CHRM5 agonist: agonists of human muscarinic M5 receptor (CHRM5) | activation, % at 3 µM | hit rate 0.19% among 360,000 | CHO-K1 hM5 cells, Fluo-8 calcium fluorescence; 0% DMSO wells, 100% maximal acetylcholine response;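 active means activation above the run's mean over test compounds plus 3 SD, cut at about 23% in these data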;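 further: signal is peak over basal fluorescence ratio across the kinetic read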
M4 PAM: positive allosteric modulators of human muscarinic M4 receptor. CHO-K1 hM4/Gqi5, Fluo-8 calcium fluorescence, ACh EC20; 0% = ACh EC20, 100% = maximal ACh. activation, % at 3 µM. hit rate 0.4% among 360,000;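 active means activation above its plate's cutoff, the mean activation of sample wells plus 3 SD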; further: some results filed as inactive read as strong as hits
* = called active by the depositor; nt = not tested or not shown.

| SMILES | M1 PAM | M1 antag | CRFBP-R2 agonist | CHRM4 agonist | M5 antag | M4 antag | CHRM5 PAM | CHRM5 agonist | M4 PAM |
| --- | --- | --- | --- | --- | --- | --- | --- | --- | --- |
| O=C(NCc1ccco1)C1CCC(N2C(=O)C3C4CCC(C4)C3C2=O)CC1 (stereo not given) | 9 | -7 | 10 | 2 | -13 | -8 | 3 | -1 | -3 |
| CC(C)C(C(=O)NCc1ccccc1)N1CCN(C(=O)C2CCCO2)CC1 (stereo not given) | nt | nt | nt | 1 | 7 | -4 | 0 | 1 | 9 |
| Cc1ccc(OCC(=O)NNC(=O)c2ccccc2OCc2c(C)noc2C)cc1 | 4 | 5 | -2.9 | 2 | -1 | 5 | 6 | -5 | 17 |
| COc1ccc(/C=N\NC(=O)c2cccc(Br)c2)c(OC)c1 | -2 | 5 | -0.8 | 1 | -5 | -9 | 9 | -2 | -2 |
| Cc1cc(C)c2nc(NNC(=O)c3cc(-c4cccs4)nc4ccccc34)sc2c1 | -5 | 8 | 2.2 | 14 | 12 | 15 | -14 | 5 | -11 |
| COc1ccccc1NC(=O)Cc1nnc(SCC(=O)NC2CCCCC2C)n1C (stereo not given) | 1 | 4 | -0.1 | 2 | 31* | 3 | -8 | -3 | -2 |
| N/C(COc1ccc(Cl)cc1)=N\NS(=O)(=O)c1ccccc1 | 8 | -8 | 1.6 | 1 | -4 | 1 | 0 | -2 | 8 |
| O=C(c1cccs1)N1C[C@H](n2cc(-c3ccc(F)cc3)nn2)[C@@H](O)C[C@@H]1c1ccc(Cl)cc1 | -1 | -3 | -0.4 | 8 | 0 | -5 | 1 | 1 | -1 |
| CN(C)c1ccc(CNCc2cccnc2)cc1 | 19 | -10 | 1.8 | 1 | 23 | 0 | -8 | -8 | -7 |
| CCN(c1ccccc1C(=O)O)S(=O)(=O)c1cccc2nsnc12 | 8 | -2 | 0.4 | 1 | -1 | -13 | -4 | -2 | 7 |
| Cc1ccc(S(=O)(=O)N2CCCC2C(=O)Nn2cnnc2)cc1 (stereo not given) | -4 | 10 | -0.5 | 2 | -3 | 2 | -3 | 3 | 11 |
| CCOC(=O)c1sc(NC(=O)CSc2nccc(C)n2)nc1C | -2 | -3 | -0.3 | 1 | -8 | 4 | 2 | -2 | -1 |
| COc1ccc(-c2c[n+]3c4n2CCCCC4=C(c2ccccc2)C3)cc1 | -19 | 23 | -4.2 | 1 | -5 | 2 | -1 | -8 | -5 |
| c1ccc(-n2cnnc2SCc2cn3cccnc3n2)cc1 | 0 | -10 | 3.0 | 1 | 8 | -7 | -4 | 0 | 11 |
| O=C(CCCn1c(=O)[nH]c2cc(Cl)ccc2c1=O)NC1CCCCCCC1 | 4 | -1 | -1.6 | 0 | -1 | 6 | 5 | -9 | 6 |
| CCN(CC)CCN1C(=O)C(O)=C(C(=O)c2sc(C)nc2C)C1c1cccnc1 (stereo not given) | -3 | 5 | 0.0 | 0 | -2 | -6 | -2 | 2 | 2 |
| CCc1nnc(NC(=O)Cc2c[nH]c3ccccc23)s1 | 0 | 2 | 0.1 | -1 | 10 | -2 | 0 | 5 | 0 |
| CC(O)c1nc2ccccc2n1CC(=O)Nc1ccc2c(c1)OCCO2 (stereo not given) | 16 | -22 | 1.2 | 1 | 17 | 2 | -5 | -2 | -4 |
| CC1CCC(NC(=O)CN2CCC(n3nnc4cc(F)ccc43)CC2)CC1 (stereo not given) | 0 | 2 | -2.5 | -1 | -5 | -2 | -4 | -4 | 7 |
| COc1ccc(C(C)(O)c2nc(-c3csc4ccccc34)cs2)cc1 (stereo not given) | 18 | -16 | nt | 1 | 0 | -1 | -1 | 0 | -5 |
| O=C(Nc1ccc2c(c1)OCO2)c1csc([C@@H]2C[C@H](O)[C@@H](CO)O2)n1 | -3 | 9 | nt | 0 | 9 | 4 | -3 | 0 | 0 |
| CCOC(=O)c1cnn(-c2ncnc3c2cnn3C)c1N | 4 | -6 | 0.7 | 1 | 3 | 17 | 3 | -1 | -7 |
| COC(=O)C1=C(C)N=C2SC(C#N)=C(N)N2C1c1cc(OC)c(OC)c(OC)c1 (stereo not given) | 5 | -2 | 2.3 | 1 | 5 | 5 | -4 | 1 | -4 |
| COc1ccc(CCN2CCCn3c2nc2c3c(=O)n(Cc3ccccc3F)c(=O)n2C)cc1OC | 4 | -2 | -1.7 | 2 | -4 | 2 | 0 | -3 | 3 |
| CCOc1ccccc1NC(=O)COc1coc(CN2CCc3ccccc3C2)cc1=O | 3 | -6 | -1.7 | 9 | 5 | -8 | -2 | 3 | 1 |
| Cc1ccsc1C(=O)NC1CCCN(Cc2ccc(Cl)cc2)C1 (stereo not given) | 0 | -1 | 0.5 | 2 | -6 | -6 | -2 | -5 | -2 |
| COc1ccc(CN(CC2CCC(C(=O)O)CC2)C(=S)Nc2cc(C)cc(C)c2)cc1 (stereo not given) | 17 | -11 | -1.8 | 4 | 7 | -9 | -5 | 5 | 19* |
| CCO[C@H]1OC(C(=O)NCc2ccccc2)=C[C@@H](c2ccc3c(c2)OCO3)[C@@H]1CCCO | -5 | 7 | 16 | 19 | 3 | -18 | -4 | 25* | 10 |
| O=[N+]([O-])c1ccc(NC2CCCC2)cc1 | 1 | 2 | 0.4 | -2 | 0 | 16 | -4 | -3 | -9 |
| CC(C)NC(=O)Cn1c(SCC(=O)N2c3ccccc3CC2C)nc2ccccc21 (stereo not given) | 1 | -2 | -2.0 | 3 | -2 | 9 | 1 | -2 | -3 |
| CCN(CC)Cc1cc(C(C)=O)ccc1O | -2 | 0 | 1.6 | 0 | 15 | 16 | 2 | -2 | 10 |
| O=C(CCCCC(=O)NCCCc1ccccc1)NCCCc1ccccc1 | 10 | -14 | -1.8 | 1 | 2 | -7 | 1 | -4 | 0 |
| CCCCC(=O)NC(NC(=O)CCCC)c1ccc(OCC(C)C)c(OC)c1 | 9 | -10 | 0.0 | 0 | -3 | 3 | 4 | -1 | -5 |
| Cn1c(=O)n(C)c2cc([N+](=O)[O-])c(N3CCN(C(=O)c4ccc(F)cc4)CC3)cc21 | 7 | -8 | -0.3 | 3 | -1 | -5 | -6 | -1 | 1 |
| CSCC[C@H](NC(=O)CCCn1nnc2ccccc2c1=O)C(=O)O | 5 | -11 | 0.1 | 0 | 7 | -9 | -1 | -2 | 9 |
| COc1cc(C(=O)Nc2ccc(S(=O)(=O)N3CCOCC3)cc2)c([N+](=O)[O-])cc1OC | 3 | -9 | -0.2 | 2 | 3 | -6 | 1 | -3 | 0 |
| O=C(CCCN1C(=O)C(c2ccccc2)Oc2cccnc21)Nc1ccccc1Br (stereo not given) | 7 | -14 | -1.1 | 6 | 0 | -11 | -1 | -1 | -2 |
| O=C(Nc1nnc(S(=O)(=O)N2CCCCCC2)s1)c1ccccc1 | 16 | -17 | 4.3 | 1 | -3 | -13 | -1 | 3 | 7 |
| Cc1ccc(NC(=O)c2ccc3c(c2)C(=O)N(c2cc(C)ccc2C)C3=O)nc1 | 7 | -12 | 1.3 | 1 | -11 | -12 | 6 | -1 | 10 |
| CCCCn1c(SCC(=O)Nc2nnc(C(C)C)s2)nc2c1c(=O)n(C)c(=O)n2C | -6 | 17 | -0.6 | 1 | 1 | -1 | -2 | 1 | 2 |
| C=CCC1(CC=C)CCCN1C(=O)C1CCC(=O)N(CCc2ccccc2)C1 (stereo not given) | 4 | -11 | -11 | 0 | -9 | -8 | 0 | -6 | -3 |
| Cc1ccc(-n2c(C)nc3c(cnn3-c3ccc(F)cc3)c2=O)cc1 | 1 | 3 | -0.1 | 8 | 1 | 0 | -4 | 4 | -7 |
| Cc1cccc(-n2ncc3c2CCCC3NC(=O)CCN2CCCO2)c1C (stereo not given) | 7 | -6 | 1.2 | 4 | -2 | -2 | -1 | -1 | 7 |
| NS(=O)(=O)c1ccc(CCNC(=O)COC(=O)C2CCCN2C(=O)c2cccs2)cc1 (stereo not given) | 7 | -6 | -0.8 | 0 | 4 | 0 | 16 | -6 | 3 |
| C/C(=N\NC(=O)c1ccc(O)cc1)c1ccc2c(c1)Nc1ccccc1S2 | 2 | -2 | 1.2 | 7 | 5 | 1 | -4 | 1 | -7 |
| Cc1cccc(N2CCN(C(=O)C34CC5CC(CC(C5)C3)C4)CC2)c1C | -4 | 2 | 8.1 | 0 | 1 | -8 | -7 | -5 | 5 |
| COCOc1cccc(CN2CCC2(C)C(=O)Nc2ccc3c(c2)OCO3)c1 (stereo not given) | 3 | 3 | nt | 2 | 0 | -7 | -5 | 1 | -4 |
| O=C(Nc1nccs1)c1cc2c(s1)CCCCC2 | 4 | -10 | -3.4 | -2 | -2 | 6 | -6 | -6 | 6 |
| CCN(CC(=O)Nc1ccc(NC(C)=O)cc1)C(=O)c1cccc(S(=O)(=O)N2CCCC2)c1 | 7 | -5 | -0.3 | 2 | 5 | -9 | 5 | 2 | 6 |
| O=c1cc(N2CCc3ccccc32)[nH]c(=O)n1-c1ccc(Br)cc1 | 25 | -19 | 0.8 | 0 | -6 | -9 | 0 | 0 | 5 |
| Cn1c(=O)cc(SCC(=O)NCCC2=CCCCC2)c2ccc(Cl)cc21 | 3 | -11 | -2.7 | 0 | 3 | 1 | 1 | -3 | 1 |
| O=C(N/N=C/c1ccccc1)C1CCCN1C(=O)c1cc([N+](=O)[O-])cc([N+](=O)[O-])c1 (stereo not given) | 3 | -7 | -0.6 | 0 | 9 | -3 | 1 | -4 | 1 |

Entries above that contain two or more sulfur atoms (8):
| SMILES | M1 PAM | M1 antag | CRFBP-R2 agonist | CHRM4 agonist | M5 antag | M4 antag | CHRM5 PAM | CHRM5 agonist | M4 PAM |
| --- | --- | --- | --- | --- | --- | --- | --- | --- | --- |
| Cc1cc(C)c2nc(NNC(=O)c3cc(-c4cccs4)nc4ccccc34)sc2c1 | -5 | 8 | 2.2 | 14 | 12 | 15 | -14 | 5 | -11 |
| CCN(c1ccccc1C(=O)O)S(=O)(=O)c1cccc2nsnc12 | 8 | -2 | 0.4 | 1 | -1 | -13 | -4 | -2 | 7 |
| CCOC(=O)c1sc(NC(=O)CSc2nccc(C)n2)nc1C | -2 | -3 | -0.3 | 1 | -8 | 4 | 2 | -2 | -1 |
| COc1ccc(C(C)(O)c2nc(-c3csc4ccccc34)cs2)cc1 (stereo not given) | 18 | -16 | nt | 1 | 0 | -1 | -1 | 0 | -5 |
| O=C(Nc1nnc(S(=O)(=O)N2CCCCCC2)s1)c1ccccc1 | 16 | -17 | 4.3 | 1 | -3 | -13 | -1 | 3 | 7 |
| CCCCn1c(SCC(=O)Nc2nnc(C(C)C)s2)nc2c1c(=O)n(C)c(=O)n2C | -6 | 17 | -0.6 | 1 | 1 | -1 | -2 | 1 | 2 |
| NS(=O)(=O)c1ccc(CCNC(=O)COC(=O)C2CCCN2C(=O)c2cccs2)cc1 (stereo not given) | 7 | -6 | -0.8 | 0 | 4 | 0 | 16 | -6 | 3 |
| O=C(Nc1nccs1)c1cc2c(s1)CCCCC2 | 4 | -10 | -3.4 | -2 | -2 | 6 | -6 | -6 | 6 |

Screening data from PubChem.
